# MITF primary: blocks human microphthalmia-associated transcription factor | inhibition, % at 2.6 µM | hit rate 0.91% among 650,000 | AID 1259374 | O75030 | AlphaScreen MITF homodimerization, bead proximity signal; in the data active = inhibition above about 50%;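 note: 0% = vehicle wells with protein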
# FBW7 activator: human FBW7 E3 ligase activation, primary screen. Q969H0. AlphaScreen FBW7–phospho-cyclin E peptide binding, activator screen. normalized activity (activation), % at 26.1 µM. hit rate 0.13% among 650,000; in the data active = normalized activity above about 1.9%;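 note: purified mutant Fbw7 with reduced substrate affinity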
# Target sequence (Q969H0 whole entry, looked up): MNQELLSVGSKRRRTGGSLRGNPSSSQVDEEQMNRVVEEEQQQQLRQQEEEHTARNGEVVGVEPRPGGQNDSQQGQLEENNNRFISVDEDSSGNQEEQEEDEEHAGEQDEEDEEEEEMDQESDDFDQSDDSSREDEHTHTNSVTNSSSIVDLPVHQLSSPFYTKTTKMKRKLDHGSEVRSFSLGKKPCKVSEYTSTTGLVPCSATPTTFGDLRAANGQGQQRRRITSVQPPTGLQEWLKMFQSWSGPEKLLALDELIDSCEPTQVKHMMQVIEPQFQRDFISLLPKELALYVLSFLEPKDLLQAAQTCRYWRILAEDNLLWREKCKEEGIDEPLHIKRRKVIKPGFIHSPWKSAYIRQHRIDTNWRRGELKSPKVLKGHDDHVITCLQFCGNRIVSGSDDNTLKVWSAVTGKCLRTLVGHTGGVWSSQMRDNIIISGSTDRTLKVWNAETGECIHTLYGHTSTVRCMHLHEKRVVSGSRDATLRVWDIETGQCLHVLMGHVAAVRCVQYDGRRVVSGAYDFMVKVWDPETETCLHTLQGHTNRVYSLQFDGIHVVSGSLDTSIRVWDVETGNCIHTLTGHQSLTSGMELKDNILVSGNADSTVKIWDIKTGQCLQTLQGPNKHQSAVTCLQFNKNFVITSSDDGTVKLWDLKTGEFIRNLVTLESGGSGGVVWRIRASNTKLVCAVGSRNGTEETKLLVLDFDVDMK
# GPR151 activ: human GPR151 activation; Q8TDV0; PathHunter beta-arrestin GPR151 cells, luminescence; activation, % at 11.2 µM; hit rate 1% among 650,000; AID 1508602; in the data active = activation above about 4.9%;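 note: 0% = median of compound wells and 100% = cells with positive control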
# TEAD-YAP block: TEAD-YAP interaction inhibition | HEK-TIYL cells, TEAD-Gal4/YAP UAS-luciferase luminescence | inhibition, % at 9.12 µM | hit rate 1.4% among 640,000; in the data active = inhibition above about 32%;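 note: 0% = median of test compound wells and 100% = reference inhibitor wells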
# Active calls of the source: *; & = joins results of further samples.
structure	MITF primary	FBW7 activator	GPR151 activ	TEAD-YAP block
CCCCNC(=O)/C(=C/c1ccccc1)NC(=O)/C=C/c1ccco1	-9	0.0	17*	0
CCOc1ccc(CC(=O)Nc2c(C(=O)c3ccc(Br)cc3)oc3ccccc23)cc1OCC	11	0.2	0.9	19
CC1=C(C(=O)N2C(C)CCCC2C)C2(CCC(C)CC2)OC1=O (centres undefined)	-5	-0.1	0.3	9
COc1cc2c(cc1OC)C(Nc1ccc(F)c(F)c1)=NC1(CCCC1)C2	9	0.0	-1.1	-1
C/C(=N\NC(=O)C(N)=O)c1ccc(O)cc1O	8	0.1	-2.3	1
CC(=O)N(C)c1nc(-c2ccccc2C)ccc1C(=O)NC1CCS(=O)(=O)C1 (centres undefined)	8	0.1	-1.2	8
Cc1nc(CN2CCCCC2)cc(=O)[nH]1	0	0.0	0.2	2
COCCC(=O)NCC1Cc2cccc(-c3ncccn3)c2O1 (centres undefined)	18	0.9	-1.4	6
Cc1cc(C(=O)NCC2CCCN(S(=O)(=O)c3cc(C)sc3C)C2)no1 (centres undefined)	-3	-0.2	-1.6	-10
O=C(CN1CCC(O)(c2ccccc2)CC1)NC1CCCCC1	-4	-0.2	0.6	-1
Nc1nc(NCCCN2CCCC2=O)cc(NCc2ccccc2)n1	22	0.0	2.8	-11
Cc1cc(C)n(/N=C/c2ccccc2Cl)c(=O)c1C#N	-1	-0.1	-0.5	12
O=C1C2CC(c3ccccc3)=C3C4C=CC(C5C(=O)N(c6ccccc6)C(=O)C45)C3C2C(=O)N1c1ccccc1 (centres undefined)	0	-0.1	1.1	12
COc1cccc2sc(=NC(=O)C3=COCCO3)n(C)c12	11	0.3	-0.5	-41
Cc1cc(C)c(C#N)c(S(=O)(=O)Cc2ccc(Cl)cc2)n1	20	0.1	-1.9	16
COc1ccccc1NS(=O)(=O)c1cc([N+](=O)[O-])ccc1C	-10	-0.1	1.3	0
CCS(=O)(=O)C1=NN2C(=N)/C(=C\c3ccc([N+](=O)[O-])o3)C(=O)N=C2S1	93*	-0.7	-0.4	3
CCCCc1ccc(C(=O)Nn2c(-c3ccccn3)nc3ccccc3c2=O)cc1	-10	-0.2	0.5	6
O=C(O)C1(c2ccccc2)CCOCC1	-4	0.0	-1.1	-3
COc1ccc2c(=O)c(-c3ccc(C(=O)O)cc3)c(C(F)(F)F)oc2c1	8	0.0	-2.1	-26
CCOc1ccc(-n2c(CNC(=O)c3cc(OC)cc(OC)c3)nnc2SCC(=O)N2CCc3ccccc32)cc1	-5	0.0	-0.1	-16
COc1cc(Nc2nc(NCCc3ccc(O)cc3)c3ncn(CCN4CCCC4=O)c3n2)cc(OC)c1OC	2	-0.1	-0.6	30
N#C/C(=C\c1ccc(Br)cc1)C(=O)Nc1cccc2ncccc12	8	0.0	0.7	-5
CCN(CC)C(=O)CSc1nc(N)c(-c2ccccc2)c(=O)[nH]1	0	-0.1	-0.2	-3
COc1ccccc1C(=O)Nc1cc(-c2nc3cc(Cl)ccc3o2)ccc1C	11	0.3	0.9	-6
CCOC(=O)c1cc(CC)sc1NC(=O)c1ccccc1NS(=O)(=O)c1cccc2nsnc12	20	0.1	-0.7	7
Cc1nn(C)c(C)c1-c1ncc(C(=O)NCc2cccc(C(F)(F)F)c2)s1	-7	-0.1	0.1	0
CC(C)n1cnc2c(NCc3ccccc3)nc(NCc3cccnc3)nc21	13	0.0	2.9	-13
Fc1ccc(C(c2nnnn2Cc2ccco2)N2CCN(Cc3ccccc3)CC2)cc1 (centres undefined)	-1	-0.2	5.8*	-2
O=c1oc2ccccc2cc1C1=Nn2c(nnc2-c2ccc3c(c2)OCO3)SC1	3	0.1	3.2	-1
COc1cccc(-c2noc(C3CCCN(S(=O)(=O)c4ccc([N+](=O)[O-])cc4)C3)n2)c1 (centres undefined)	-1	0.0	3.9	16
COc1ccccc1-c1nc(-c2ccc([N+](=O)[O-])cc2)no1	3	-0.2	-0.4	1
Cc1nc2ccc(S(=O)(=O)N(C)CC(=O)Nc3nccs3)cc2s1	6	0.4	0.3	5
O=C(c1ccc(Cn2c(=S)[nH]c3ccc(Br)cc3c2=O)cc1)N1CC=C(c2ccccc2)CC1	-12	0.1	-0.1	-6
CCOC(=O)N1CCc2c(sc(NCc3cccc(F)c3)c2C(=O)Nc2ccc(OCC)cc2)C1	5	0.1	-0.1	7
CC1CC(C)CN(C(=O)CNC(=O)Cn2cnc3ccccc3c2=O)C1 (centres undefined)	16	0.1	-0.2	0
Cc1ccc(COc2ccc(C(c3c(C)[nH]n(-c4ccccc4)c3=O)c3c(C)[nH]n(-c4ccccc4)c3=O)cc2)cc1	-9	-0.5	0.7	-3
COc1ccc(CC(=O)NC(C)C2COc3ccccc3O2)cc1OC (centres undefined)	10	0.3	-1.1	1
Cc1cc(OCc2nc3ccccc3s2)ccc1N	3	-0.3	-2.6	-16
Cn1c(=O)c2nc(SCC(=O)Nc3ccc4c(c3)OCCO4)n(C)c2n(C)c1=O	9	0.7	1.6	8
Cc1cccc(-n2nc3c(c2NC(=O)Cc2ccc(F)cc2)CSC3)c1C	1	0.0	0.6	5
CCCOc1ccc(-c2cc(C(=O)N3CCc4ccccc43)c3ccccc3n2)cc1	3	0.1	0.4	-12
CCOC(=O)c1ccc(N2C(=O)CC(Sc3nc4ccc(OCC)cc4s3)C2=O)cc1 (centres undefined)	0	0.3	-0.7	-33
O=S(=O)(Nc1ncccn1)c1ccc(NC(=S)NCc2ccco2)cc1	10	0.2	0.4	2
O=C(CSc1nc2sc3c(c2c(=O)n1-c1ccc(OC(F)F)cc1)CCC3)c1ccc(OC(F)F)cc1	5	-0.2	-0.4	6
N=c1oc2c(ccc3ccccc32)cc1-c1nc(-c2cccc(Br)c2)cs1	16	0.1	-1.7	5
CCCNC(=O)c1ccc2c(c1)nc(C)n2-c1ccc(Br)cc1	-2	0.1	-1.2	6
CC(=O)c1ccc(S(=O)(=O)Nc2ccc(S(=O)(=O)NCc3ccco3)cc2)cc1	20	-0.1	-0.7	11
CCCCOc1ccc(-c2nc(C=Nc3ccc(Cl)c([N+](=O)[O-])c3)c(O)o2)cc1	-5	0.0	0.3	-8
CC(Sc1ccccc1)C(=O)NC1CCCCC1 (centres undefined)	-12	0.0	-0.1	1
Cc1cc(C)n(-c2nc3ccccc3nc2N2CCN(C(=O)c3ccccc3F)CC2)n1	0	0.1	0.9	2
COCCOC(=O)C1=C(C)NC2=C(C(=O)CC(c3ccccc3)C2)C1c1ccccc1OCc1ccccc1 (centres undefined)	-7	-0.1	-0.3	0
Cc1cc(-n2c(C)nc3ccccc3c2=O)ccc1NS(=O)(=O)c1ccccc1	-6	-0.2	-1.5	1
COC(=O)CN(c1ccccc1OC)S(=O)(=O)c1ccc(OC)cc1	-2	-0.1	7.1*	2
CC1=C(C(=O)OCCc2ccccc2)C(c2ccc([N+](=O)[O-])cc2)NC(=O)N1 (centres undefined)	-1	0.0	0.7	0
COc1ccc(-c2cc(C(=O)O)[nH]n2)cc1OC	1	-0.1	0.1	0
COc1ccc(OC)c(NC(=S)NC(=O)c2sc3ccccc3c2Cl)c1	-1	-0.1	-0.8	5
Cc1ccc2c(c1Br)C1(C(=O)N2)C(C#N)=C(N)OC2=C1C(=O)CC(C)C2 (centres undefined)	-4	-0.1	0.0	6
CS(=O)(=O)N(Cc1ccco1)CC(O)CON=C1c2ccccc2-c2ccccc21 (centres undefined)	15	0.5	0.2	3
COc1cccc(N2CC(C(=O)Nc3ccc(F)cc3)CC2=O)c1 (centres undefined)	18	0.1	1.4	-6

# (cont.)
structure	MITF primary	FBW7 activator	GPR151 activ	TEAD-YAP block
CC(=O)c1cc2c(cc1NC(=O)CC1Oc3ccccc3NC1=O)OCO2 (centres undefined)	0	-0.1	-0.7	7
O=[N+]([O-])c1ccc(OCCCCN2CCCCC2)cc1	0	0.1	0.4	9
O=C(N/N=C/c1cccs1)c1ccc(F)cc1	16	0.6	0.3	-53
CCN1CCN(c2cc(C)c3cc(NC(=O)c4cccc(OC)c4)ccc3n2)CC1	-3	0.0	0.4	-28
CC(CCc1ccccc1)NC(=O)CSc1nnnn1-c1ccc(O)cc1 (centres undefined)	6	0.4	-0.8	8
Cc1nc(Nc2nc3ccccc3o2)nc(-c2ccccc2)c1C#N	-9	0.2	-1.5	-6
S=C(Nc1cccnc1)Nc1ccccc1N1CCOCC1	-7	0.0	1.3	1
CCc1oc2ccccc2c1C(=O)c1cc(Br)c(O)c(Br)c1	-2&10&0	0.6&0.1&0.6	-0.3&1.5&-1.3	-6&3
COCCNC(=O)c1ccc(CSCc2cccc(C)c2)o1	11	0.3	0.3	5
CC(OC(=O)c1ccc([N+](=O)[O-])cc1)C(=O)c1ccccc1 (centres undefined)	-10	-0.2	-0.4	-3
COC(=O)c1ccc2c(c1)NC(=O)/C(=C\c1ccccc1F)S2	10	0.3	0.4	-4
CC(C)(C)SCCNS(=O)(=O)c1ccccc1[N+](=O)[O-]	3	-0.2	0.2	-14
COc1ccc(S(=O)(=O)N2CCN(CC(=O)Nc3cc(OC)cc(OC)c3)CC2)cc1	9	0.0	3.5	7
CC(NC(=O)c1cncc(Br)c1)C12CC3CC(CC(C3)C1)C2 (centres undefined)	-3	-0.2	2.3	-3
c1cnc2c(-c3cnc4c(Nc5ccc6[nH]ccc6c5)nccn34)cccc2c1	7	-0.7	0.0	55*

# The last two entries of the part above open the next one:
structure	MITF primary	FBW7 activator	GPR151 activ	TEAD-YAP block
CC(NC(=O)c1cncc(Br)c1)C12CC3CC(CC(C3)C1)C2 (centres undefined)	-3	-0.2	2.3	-3
c1cnc2c(-c3cnc4c(Nc5ccc6[nH]ccc6c5)nccn34)cccc2c1	7	-0.7	0.0	55*
O=[N+]([O-])c1ccc(N/N=C/c2ccccc2F)c(S(=O)(=O)N2CCCCC2)c1	-1	0.6	-0.4	4
C=CCNC(=O)CN1CCC(NC(=O)C(C)(C)C)CC1	-1	0.1	-0.4	-33
CC(C)CCc1c(O)nc(SCC(=O)NCc2ccco2)[nH]c1=O	13	0.0	2.1	9
CN(CC(=O)NC1CCCCCC1)S(=O)(=O)c1ccc2[nH]c3c(c2c1)CCCC3	10	0.0	-2.0	0
C=CCNC(=O)c1c(N)n(-c2cccc(S(N)(=O)=O)c2)c2nc3ccccc3nc12	-8	0.4	3.3	9
CC(C)COC(=O)C(C)Oc1ccc2c(=O)c(Oc3ccc(C(C)(C)C)cc3)coc2c1 (centres undefined)	14	0.5	-0.8	10
CC1=NN(c2ccccc2)C(=O)/C1=C/c1ccc(-c2cccc(C(=O)O)c2)o1	10	-0.7	-0.4	-3
CCCN(CCC)c1ccc(C(=O)OC)cc1NC(=S)Nc1cc(C)cc(C)c1	-8	0.4	-2.5	-7
Cc1cc(C)n2nc(C(=O)OCCOc3cccc(Br)c3)nc2n1	-1	0.2	-0.4	-1
COc1cc2c(cc1OC)C(C(=O)N1CCOCC1)C(c1cccnc1)N(C)C2=O (centres undefined)	-3	0.0	-0.3	0
CC(=O)c1cccc(-c2cnc3ccc(NCc4cccs4)nn23)c1	0	-0.1	-0.5	7
OC1CCC(Nc2nccn3c(-c4ccccc4Oc4ccccc4)cnc23)CC1 (centres undefined)	18	0.8	-0.1	-1
O=C(CSCc1ccccc1)NCc1ccc2c(c1)OCO2	13	0.0	1.0	10
COc1cccc(CN(CCN2CCCC2)C(=O)Nc2ccc(-c3cn[nH]c3)cc2OC)c1	1	-0.2	0.3	0
COc1ccc(/C=N\NC(=O)C(=O)NC(C)c2ccccc2)cc1OC (centres undefined)	8	-0.2	0.4	6

# Copied from the list:
# `OC1CCC(Nc2nccn3c(-c4ccccc4Oc4ccccc4)cnc23)CC1` (centres undefined) – FBW7 activator = 0.8
# `COc1ccc(/C=N\NC(=O)C(=O)NC(C)c2ccccc2)cc1OC` (centres undefined) – MITF primary = 8
# `C=CCNC(=O)CN1CCC(NC(=O)C(C)(C)C)CC1` – GPR151 activ = -0.4
# `CC(C)COC(=O)C(C)Oc1ccc2c(=O)c(Oc3ccc(C(C)(C)C)cc3)coc2c1` (centres undefined) – GPR151 activ = -0.8
# `CC1=NN(c2ccccc2)C(=O)/C1=C/c1ccc(-c2cccc(C(=O)O)c2)o1` – FBW7 activator = -0.7
# `CCCN(CCC)c1ccc(C(=O)OC)cc1NC(=S)Nc1cc(C)cc(C)c1` – GPR151 activ = -2.5

# The listing continues.
structure	MITF primary	FBW7 activator	GPR151 activ	TEAD-YAP block
O=C(NCc1cccc(C(F)(F)F)c1)C1CCN(c2ccc(Nc3ccc(N4CCOCC4)cc3)nn2)CC1	-1	0.0	1.9	1
CCCN1CCC(C2(CC)NC(=O)N(CCc3scnc3C)C2=O)CC1 (centres undefined)	10	0.1	0.0	7
CC(=O)N/C(=C\c1ccccc1)C(=O)NCc1cccs1	12	0.8	0.4	-2
Cc1ccc(OCCSc2ncnc3nc[nH]c23)cc1C	12	-0.1	1.7	-20
CS(=O)(=O)N(CC(=O)NCc1ccccn1)c1ccc(Cl)cc1	0	-0.4	0.1	-8
O=C(CCN1C(=O)C2CCCCC2C1=O)OCC(=O)N1CCc2ccccc21 (centres undefined)	16	0.0	2.4	4

# Full records, looked up by structure.
# `O=C(NCc1cccc(C(F)(F)F)c1)C1CCN(c2ccc(Nc3ccc(N4CCOCC4)cc3)nn2)CC1` across the screens: MITF primary: -1; FBW7 activator: 0.0; GPR151 activ: 1.9; TEAD-YAP block: 1
# `O=C(CCN1C(=O)C2CCCCC2C1=O)OCC(=O)N1CCc2ccccc21` (centres undefined) across the screens: MITF primary: 16; FBW7 activator: 0.0; GPR151 activ: 2.4; TEAD-YAP block: 4

# Hits appear at their usual frequency. About 3.4% of those tested had a hit in this group.
